High-throughput results: PubChem, Sanford-Burnham Center for Chemical Genomics
TNAP inh pNP: inhibitors of human tissue-nonspecific alkaline phosphatase. 21,000 tested, under 10 active. purified TNAP, pNPP hydrolysis, absorbance 405 nm. AID 615. inhibition, % at 20 µM;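 also: 0% = DMSO only wells and 100% = 1 mM levamisole wells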
Target sequence (P05186 whole entry, looked up): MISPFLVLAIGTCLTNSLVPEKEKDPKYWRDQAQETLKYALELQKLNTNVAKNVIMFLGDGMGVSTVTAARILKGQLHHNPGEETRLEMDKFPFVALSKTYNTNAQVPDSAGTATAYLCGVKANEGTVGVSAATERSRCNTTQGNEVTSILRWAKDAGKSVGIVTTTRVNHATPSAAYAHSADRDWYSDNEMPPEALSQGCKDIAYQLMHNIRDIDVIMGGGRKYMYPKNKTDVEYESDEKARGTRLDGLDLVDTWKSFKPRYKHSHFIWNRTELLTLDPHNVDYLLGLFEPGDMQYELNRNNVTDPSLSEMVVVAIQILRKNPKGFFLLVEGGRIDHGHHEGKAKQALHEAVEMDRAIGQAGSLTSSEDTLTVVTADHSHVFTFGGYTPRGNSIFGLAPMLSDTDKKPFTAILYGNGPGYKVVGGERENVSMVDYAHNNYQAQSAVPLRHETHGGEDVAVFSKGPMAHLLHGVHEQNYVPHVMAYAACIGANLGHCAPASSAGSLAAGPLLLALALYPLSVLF
TNAP inh Pi: blocks human TNAP phosphate release; inhibition, % at 20 µM; purified TNAP, pNPP, malachite green phosphate absorbance; P05186; 21,000 tested, under 10 active
Active calls of the source: *.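 The calls were made as follows: active = inhibition above 50% at the 20 µM single-dose screen; inactive = the rest.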

entry | smiles | TNAP inh pNP | TNAP inh Pi
1 | Cc1nc2cc(NC(=O)N3c4ccccc4CC3C)ccc2n1C (configuration not stated) | 2.7 | 9.0
2 | CCCCCOC(=O)Cc1c(O)c2ccccc2[nH]c1=O | -8.5 | -2.9
3 | CN1C(=S)SC(N(O)C(=O)Nc2ccccc2)C1(C)C (configuration not stated) | 0.1 | 2.4
4 | O=C(NC(C(=O)c1ccccc1)N1CCCCC1)c1ccccc1 (configuration not stated) | -11.5 | -8.4
5 | Cn1c(-c2ccc3c(c2)OCO3)cnc1NCc1ccccc1 | 6.4 | -4.4
6 | Cc1cc(C)nc(NC2=NCC(=O)N2c2ccc(F)c(Cl)c2)n1 | -0.4 | -26.4
7 | CN1C(=O)C(O)(C2COC(C)(C)CC2=O)c2cc(Br)ccc21 (configuration not stated) | 3.9 | -16.8
8 | O=c1[nH]cnc2cc(Cl)ccc12 | -11.7 | 1.1
9 | O=C(Cc1ccccc1)CC1(O)C(=O)Nc2ccccc21 (configuration not stated) | -2.8 | -4.1
10 | Cc1cc(=O)n2[nH]c(N3C(=O)CCC3=O)nc2n1 | 5.8 | 8.0
11 | O=C(CSc1ncn[nH]1)Nc1nc(-c2ccccc2)ns1 | -0.5 | 8.2
12 | Cc1cccn2c(=O)c3cc(C(=O)NCc4cccnc4)c(=N)n(C)c3nc12 | 0.0 | 0.0
13 | O=C(COc1ccc(S(=O)(=O)NCc2ccccc2)cc1Cl)N1CCOCC1 | -8.5 | 0.9
14 | O=C(CN1C(=O)C2CC=CCC2C1=O)Nc1nccs1 (configuration not stated) | 0.3 | 0.9
15 | CS(=O)(=O)N(CC(=O)NCCSc1ccccc1)c1ccc2c(c1)OCO2 | 5.0 | 1.1

Additional records follow.
entry | smiles | TNAP inh pNP | TNAP inh Pi
16 | COC(=O)Nc1c(C)nn(Cc2ccccc2C)c1C | -1.9 | 6.9
17 | CCOc1ccc(N(CC(=O)NCc2ccccc2OC)S(C)(=O)=O)cc1 | 7.2 | 10.3
18 | COC(=O)c1ccccc1NC(=O)C(C)Oc1ccccc1 (configuration not stated) | 5.7 | 7.1
19 | N#CC1=C(N)Oc2n[nH]c(-c3cccs3)c2C1c1ccoc1 (configuration not stated) | 0.0 | 0.0
20 | NC(=O)C1CCCN(S(=O)(=O)c2ccc(Br)cc2)C1 (configuration not stated) | 2.9 | -17.5
21 | CC(=O)Nc1cccc(C(=O)Nc2ccccc2C(=O)O)c1 | 6.4 | -16.7
22 | N#CC(C(=O)NC1CCCCC1)c1nc2ccccc2nc1N1CCOCC1 (configuration not stated) | 3.6 | 6.7
23 | Nc1ccnn1Cc1cccnc1 | 6.9 | 10.9
24 | Cc1ccc(C)c(NC(=O)CN(C)S(=O)(=O)c2ccccc2)c1 | 7.0 | 10.0
25 | Cc1oc2ncnc(N)c2c1C | -0.1 | 5.7
26 | Fc1ccc2c(Cl)c(-c3nnc(-c4cccs4)o3)sc2c1 | 5.9 | 19.8
27 | COc1ccc(C2=NCC(CSc3nccc(=O)[nH]3)S2)cc1 (configuration not stated) | 6.0 | 1.1
28 | COc1cc(C2NC(=O)NC(C)=C2C(=O)Nc2cccc(C)c2C)cc(OC)c1OC (configuration not stated) | 0.4 | 2.6
29 | O=C(c1ccco1)N1CCN(S(=O)(=O)c2ccc(S(=O)(=O)NC3CCCC3)cc2)CC1 | 6.1 | 10.6
30 | O=C(OCCOCCN=C1NS(=O)(=O)c2ccccc21)c1ccncc1 | 3.3 | 0.5

Next section
entry | smiles | TNAP inh pNP | TNAP inh Pi
31 | COc1ccccc1C(=O)N(Cc1cccs1)C1CCS(=O)(=O)C1 (configuration not stated) | 4.9 | 11.6
32 | O=c1c2[nH]c3ccccc3c2ncn1CCN1CCCCC1 | -6.9 | -6.0
33 | COc1ccc(NS(=O)(=O)c2ccc(C)c(C(=O)O)c2)cc1 | -0.7 | 8.1
34 | CC(C)OC(=O)CSc1nnc(-c2cnccn2)n1Cc1ccco1 | 2.2 | -1.2
35 | Cc1cc(C)nc(Nc2ccccc2Br)n1 | 5.2 | 6.2
36 | COC(=O)Cn1ccc(N(C)C)c(C#N)c1=O | 5.8 | 5.3
37 | Cc1cccn2c(=O)c3cc(C#N)c(=O)n(-c4c(C)n(C)n(-c5ccccc5)c4=O)c3nc12 | -5.6 | 10.2
38 | COC(=O)c1sccc1NC(=O)Cn1nnc(-c2ccc(C)cc2)n1 | -0.2 | 5.1
39 | CCCC1=C(C(=O)OCC)C(c2ccc(N(C)C)cc2)n2ncnc2N1 (configuration not stated) | 9.5 | 12.6
40 | COc1ccccc1N(CC(=O)N1CCCCC1)S(=O)(=O)c1ccccc1 | 4.9 | 13.4
41 | CCOC(=O)CC(=O)CSc1ncnc2c1cnn2-c1ccccc1 | 0.8 | 6.5
42 | CC(=O)N1CCN(c2ccc(Oc3ncnc4sccc34)cc2)CC1 | -1.1 | 2.8
43 | COC(=O)CCC(=O)c1oc2ccccc2c1N | 2.2 | 7.0
44 | CCN(CC)CCCN1C(=O)C(=O)/C(=C(/O)c2ccc3c(c2)OCCO3)C1c1ccc(C)o1 (configuration not stated) | 0.0 | 0.0
45 | CC(=O)c1cc(F)c(N2CCN(C(=O)c3ccco3)CC2)cc1C | 0.6 | -25.3

(continued)
entry | smiles | TNAP inh pNP | TNAP inh Pi
46 | O=C(c1ccc(S(=O)(=O)N2CCCCC2)cc1)N1CCN(c2ccccc2)CC1 | 3.9 | 6.9
47 | CC(=O)N1CCN(CCN=CC2=C(O)CC(C)(C)CC2=O)CC1 | 5.5 | 10.1
48 | CCn1c2ccccc2c2cc(NC(=O)COC(=O)Cc3cn4ccsc4n3)ccc21 | -4.2 | 1.0
49 | Cc1ccc(SCCC(=O)N2CCOCC2)cc1 | -2.2 | 6.9
50 | CCOc1cc(N2CCOCC2)c(OCC)cc1NC(=O)CCS(=O)(=O)c1ccc(Cl)cc1 | 3.6 | 14.8
51 | O=C(O)COCC(=O)Nc1ccc2c(c1)CCC2 | 6.5 | 9.8
52 | Fc1ccc(C2=Nn3c(Cc4ccccc4)nnc3SC2)cc1 | 2.5 | -17.0
53 | Nc1cccc(-c2nc3ccc(N)cc3s2)c1 | -1.7 | 5.1
54 | O=S(=O)(c1ccccc1)c1ccccc1/C=N\O | -3.8 | 3.9
55 | CCc1nnc(NC(=O)CSc2nnc(CNc3ccc(Cl)cc3)o2)s1 | 2.7 | 7.0
56 | CN(C)C(=O)CSc1cccc2cccnc12 | 5.4 | 7.1
57 | CN(c1ccc(C(=O)N2CCCCC2)cc1)S(=O)(=O)c1ccccc1 | -2.2 | -5.1
58 | Cc1ccc2cc(CN(Cc3ccccc3)Cc3nnnn3C3CCCC3)c(=O)[nH]c2c1 | 14.3 | 22.7
59 | COc1ccc(NS(=O)(=O)c2ccc3c(c2)Cc2ccccc2-3)cn1 | 1.6 | 4.9
60 | COc1ccc(OCc2nn3c(-c4ccco4)nnc3s2)cc1 | 11.8 | 24.0

(more compounds)
entry | smiles | TNAP inh pNP | TNAP inh Pi
61 | Cc1ccc2c(c1)nnn2C1CCN(CC(=O)Nc2ccccc2N2CCOCC2)CC1 | 2.0 | 6.4
62 | O=C(NCc1ccco1)C1(c2ccccc2)CCCC1 | 0.0 | 11.3
63 | c1cncc(-c2noc(C34CC5CC(CC(C5)C3)C4)n2)c1 | 4.3 | 10.6
64 | CCOC(=O)c1[nH]c2ccc(OC)cc2c1NC(=O)CN1CCN(c2ccccn2)CC1 | 4.2 | 10.0
65 | CCc1nnc(NC2=NCCC2)s1 | -4.2 | -1.3
66 | O=C(c1cn(CC(=O)N2CCCC2)c2ccccc12)C1CCCCC1 | 2.2 | 14.2
67 | COc1ccc2[nH]c3c(NCCN4CCCCC4)ncnc3c2c1 | 6.1 | -19.5
68 | COc1ccccc1N1CCN(C(=O)CN(c2cc(C)cc(C)c2)S(C)(=O)=O)CC1 | -7.3 | -1.0
69 | O=C(OCc1nc(-c2ccccc2)oc1COC(=O)c1ccco1)c1ccco1 | 2.5 | 6.8
70 | CCCn1c(SCC(=O)NCCc2ccc(Cl)cc2Cl)n[nH]c1=O | 7.5 | 19.6
71 | CC1(C)C2CCC(C2)C1(C)NC(=O)CN1CCOCC1 (configuration not stated) | 7.3 | 20.2
72 | CC(C)c1ccc(NC(=O)CSc2nnc(-c3ccccn3)n2C)cc1 | 5.0 | 12.4
73 | CCOC(=O)c1cnc(SCC(=O)Nc2sc(C)c(C)c2C#N)nc1N | 7.1 | 8.9
74 | COCCNC(=O)c1c[nH]c2ccc(OC)cc2c1=O | 1.7 | 4.0
75 | COc1ccc(NS(=O)(=O)c2ccc3oc(Nc4ccc5c(c4)OCCO5)nc3c2)cc1 | -0.3 | 6.5

Single records, from the list above. Order of screens: TNAP inh pNP	TNAP inh Pi
O=C(NCc1ccco1)C1(c2ccccc2)CCCC1 reads 0.0	11.3
CCc1nnc(NC2=NCCC2)s1 reads -4.2	-1.3

Further records
entry | smiles | TNAP inh pNP | TNAP inh Pi
76 | Cc1cc2c(cc1C)NC1(C(=O)Nc3ccccc31)C1=C(CC(C)(C)CC1=O)N2 (configuration not stated) | 2.0 | 8.0
77 | CC(C)(C)NC(=O)c1cccc(NC(=O)c2ccc(NC(=O)c3ccco3)cc2)c1 | 0.9 | 11.0
78 | Cc1ccc(NC(=O)c2cc(N3CCOCC3)nc3ccccc23)cc1 | 0.8 | 8.1
79 | CCC(=O)Nc1c(C#N)c2nc3ccccc3nc2n1C1CCCCC1 | 0.4 | -21.0
80 | Nc1c(C(=O)NC2CC2)c2nc3ccccc3nc2n1-c1ccc2c(c1)OCO2 | 0.1 | 4.4
81 | COC(=O)c1ccccc1N1C(=O)C2C(C1=O)[C@H]1C=C[C@@H]2C1 (some centres not stated) | -1.5 | 8.4
82 | COc1cccc(NC(=O)N2CCC(C(=O)Nc3ccc(C)cc3C)CC2)c1 | 2.1 | 8.9
83 | COC(=O)CN(c1ccc2c(c1)OCCO2)S(=O)(=O)c1ccccc1 | 7.2 | -13.5
84 | S=c1[nH]nc(-c2ccccc2)n1Cc1ccccc1 | 1.9 | -0.3
85 | O=C(CC1(O)C(=O)N(C/C=C/c2ccccc2)c2ccccc21)c1ccccn1 (configuration not stated) | -2.6 | -10.9
86 | CCCCCCSc1nsc(NC(C)=O)n1 | 3.0 | 8.1
87 | Cc1ccc(C)n1-c1ccc(N2CCOCC2)nc1 | -1.2 | 0.7
88 | Nc1nonc1C(=O)NCCNCc1cc(Br)ccc1OCc1ccc(F)cc1 | 7.2 | 9.8
89 | CCNc1nc(Oc2ccc(C(=O)OC)cc2)nc(SC)n1 | -0.6 | 2.0
90 | O=C(Nc1sc2c(c1C(=O)NCc1cccnc1)CCCC2)c1ccco1 | 3.0 | 1.1

(more compounds)
entry | smiles | TNAP inh pNP | TNAP inh Pi
91 | Cc1cc(C)n(-c2nc3ccccc3c(=O)n2OCC(=O)N(C)C)n1 | 1.0 | 5.3
92 | COCCNC(=O)C(c1ccccc1)N(Cc1cccs1)C(=O)Cn1nnc2ccccc21 (configuration not stated) | 3.7 | -15.4
93 | CSc1nc(-c2ccco2)cc(-c2ccccc2)c1C#N | 5.8 | 1.2
94 | Cc1ccccc1C(=O)NCc1ccncc1 | 3.4 | 8.1
95 | COc1ccc(CN(CCN(C)C)Cc2ccccc2)c(OC)c1 | 9.9 | 8.4
96 | CC(Sc1nc(N2CCCCC2)c2c(c1C#N)CCCC2)C(=O)O (configuration not stated) | 10.7 | 15.6
97 | Clc1ccccc1-c1nnc2sc(CCc3ccccc3)nn12 | -4.9 | -0.4
98 | COc1cc(C)nc(N(C)S(=O)(=O)c2ccccc2Cl)n1 | 2.5 | 7.8
99 | COc1ccc(N2CCCn3c2nc2c3c(=O)n(Cc3ccccc3F)c(=O)n2C)c(OC)c1 | -3.8 | 6.6
100 | CCCS(=O)(=O)N1CCN(C(=O)c2cc(OC)cc(OC)c2)CC1 | 2.9 | 7.8
101 | COc1ccc(Cc2nnc(SCC(=O)NC3CCCCC3)n2C)cc1 | 1.3 | -10.7
102 | Cc1ccnc(SCC(=O)Nc2oc(-c3ccccc3)c(-c3ccccc3)c2C#N)n1 | 2.0 | 0.2

In the list so far, 13 contain an NH in an aromatic ring.
entry | smiles | TNAP inh pNP | TNAP inh Pi
2 | CCCCCOC(=O)Cc1c(O)c2ccccc2[nH]c1=O | -8.5 | -2.9
8 | O=c1[nH]cnc2cc(Cl)ccc12 | -11.7 | 1.1
10 | Cc1cc(=O)n2[nH]c(N3C(=O)CCC3=O)nc2n1 | 5.8 | 8.0
11 | O=C(CSc1ncn[nH]1)Nc1nc(-c2ccccc2)ns1 | -0.5 | 8.2
19 | N#CC1=C(N)Oc2n[nH]c(-c3cccs3)c2C1c1ccoc1 (configuration not stated) | 0.0 | 0.0
27 | COc1ccc(C2=NCC(CSc3nccc(=O)[nH]3)S2)cc1 (configuration not stated) | 6.0 | 1.1
32 | O=c1c2[nH]c3ccccc3c2ncn1CCN1CCCCC1 | -6.9 | -6.0
58 | Cc1ccc2cc(CN(Cc3ccccc3)Cc3nnnn3C3CCCC3)c(=O)[nH]c2c1 | 14.3 | 22.7
64 | CCOC(=O)c1[nH]c2ccc(OC)cc2c1NC(=O)CN1CCN(c2ccccn2)CC1 | 4.2 | 10.0
67 | COc1ccc2[nH]c3c(NCCN4CCCCC4)ncnc3c2c1 | 6.1 | -19.5
70 | CCCn1c(SCC(=O)NCCc2ccc(Cl)cc2Cl)n[nH]c1=O | 7.5 | 19.6
74 | COCCNC(=O)c1c[nH]c2ccc(OC)cc2c1=O | 1.7 | 4.0
84 | S=c1[nH]nc(-c2ccccc2)n1Cc1ccccc1 | 1.9 | -0.3

Not all compounds are listed. The share of hits here may be higher or lower than overall.
